GLS inh – glutaminase GLS (human) inhibition; O94925; GLS enzymatic activity, qHTS titration; Potency, µM (series often up to 45.5 µM), for inactives: top-dose activity change, negative = inhibition, actives largely listed as inhibitors; 0.21% of 410,000 active; further: potency means the concentration at half of the fitted maximal effect; on the % scale 0 is the no-effect control and ±100 the full control effect
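Two-point fluorescence kinetic (t0, 30 min RT) for hKGA; glutamate detected via glutamate oxidase–HRP–Amplex Red. Substrate: 1 mM L-glutamine solution; buffer 45 mM KH2PO4, pH 8.2.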
ERG-DNA inh – inhibitors of human ERG Ets domain-DNA interaction; P11308; fluorescence polarization, His-ERG Ets domain / labelled DNA; Potency, µM (titrated, usually from 76.9 µM), for the others: top-dose FP activity, negative = inhibition, most hits filed as inhibitors; 0.028% of 370,000 active; active means well fitted inhibition curve with a large enough effect in the polarisation, with a control signal flat; inconclusive means small, poorly fitted or top-dose-only effect, or effect the other way, or a change in a side signal; inactive means no such curve, though single readings can be large or run the other way; the % refers to the polarisation;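 further: polarization taken with two DNA probes labelled with fluorescein and Texas red; potency means the concentration at half of the fitted maximal effect; % of control where 0% means no effect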
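His-tagged ERG Ets domain (1 uM in the protein solution; 300mM KCl, 50mM Tris-HCl, 1mM EDTA, 1mM DTT, pH 7.5) received compound, then a probe mix of 5 nM fluorescein-DNA and 100nM Texas-615-DNA. Fluorescence polarization was read for both dyes.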
Tb PGK inh – inhibitors of T. brucei phosphoglycerate kinase | Potency, µM (series often up to 57.5 µM), without a hit: at the top dose activity change, negative = inhibition, most hits filed as inhibitors | P07378 | PGK/GAPDH coupled, Kinase-Glo luminescence, 60 min | 0.043% of 380,000 active; further: potency means the concentration at half of the fitted maximal effect; on the % scale 0 is the no-effect control and ±100 the full control effect; nearly all actives have a fitted effect of over 60% in size
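Luminescent ATP detection (Kinase-Glo Plus) follows a 60-minute room-temperature incubation, with wells lacking PGK as controls. Buffer: 100 mM TEA (pH 7.6), 5 mM MgCl2, 0.01% Tween-20. Coupling enzyme GAPDH (100 nM final) supplies unstable 1,3-BPG in-well.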
BAZ2B inh – inhibitors of human BAZ2B bromodomain; AlphaScreen BAZ2B-H3K14Ac peptide displacement; 4.4% of 360,000 active; Potency, µM (titrated, usually from 114 µM), without a hit: top-dose activity change, negative = inhibition, hits mostly inhibitors; Q9UIF8; further: potency means the concentration at half of the fitted maximal effect; on the % scale 0 is the no-effect control and ±100 the full control effect; nearly all actives have a fitted effect of over 60% in size
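Complex of BAZ2B and biotin-H3K14Ac (50 nM apiece) forms over 30 min at RT, then faces library compounds up to 110 uM for another 30 min; AlphaScreen beads added, 20 min dark incubation, luminescence read.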
PI4K2A inh – PI4K2A (human) kinase inhibition; Q9BTU6; purified PI4K2A, ADP-Glo luminescence, 1 h; stronger effect = lower value; activity change, negative = inhibition, % at 76.9 µM; 0.13% of 420,000 active; AID 1346378; in the data active means activity change below about -50%; inconclusive means mostly about -30% to -49%;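 further: -100% = wells without enzyme as full effect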
Target sequence (Q9BTU6 whole entry, looked up): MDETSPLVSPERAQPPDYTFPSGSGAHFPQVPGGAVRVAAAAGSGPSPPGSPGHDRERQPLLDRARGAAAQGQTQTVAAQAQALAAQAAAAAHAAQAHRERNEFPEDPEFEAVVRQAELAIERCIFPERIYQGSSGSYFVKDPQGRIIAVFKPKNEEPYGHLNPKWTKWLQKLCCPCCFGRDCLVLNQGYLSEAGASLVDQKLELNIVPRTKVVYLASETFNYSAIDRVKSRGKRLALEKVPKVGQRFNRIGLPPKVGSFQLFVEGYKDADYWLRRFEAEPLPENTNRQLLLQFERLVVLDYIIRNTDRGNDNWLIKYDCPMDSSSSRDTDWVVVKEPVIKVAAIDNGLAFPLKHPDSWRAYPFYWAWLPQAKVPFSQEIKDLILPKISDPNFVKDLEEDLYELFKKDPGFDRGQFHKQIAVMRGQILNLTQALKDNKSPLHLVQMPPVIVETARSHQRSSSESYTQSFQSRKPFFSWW
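PI4K2A activity was measured by ADP-Glo luminescence: enzyme (4 ug/mL stock) and phosphatidylinositol (1.2 mM stock) in Tris pH 7.5/MgCl2/EGTA/Triton X-100 buffer were reacted with ATP (300 microM stock) for one hour at ambient temperature.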
Pin1 inhibitor – human Pin1 inhibition; Q13526; Pin1 FP peptide displacement, HiFluor488, 10 min; Potency, µM (series often up to 115 µM), inactives show top-dose activity, negative = inhibition, most hits filed as inhibitors; 0.009% of 390,000 active; AID 504891; active means well fitted inhibition curve with a large enough effect in the polarisation, with a control signal flat, not every such curve was filed as active; inconclusive means small, poorly fitted or top-dose-only effect, or effect the other way, or a change in a side signal; inactive means no such curve, though single readings can be large or run the other way; the % refers to the polarisation; further: potency means the concentration at half of the fitted maximal effect; on the % scale 0 is the no-effect control and ±100 the full control effect
Target sequence (Q13526 whole entry, looked up): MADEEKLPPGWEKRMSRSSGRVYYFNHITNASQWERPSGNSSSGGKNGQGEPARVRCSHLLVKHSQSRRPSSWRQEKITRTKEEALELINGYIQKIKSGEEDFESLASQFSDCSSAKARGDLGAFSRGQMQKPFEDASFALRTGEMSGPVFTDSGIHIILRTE
G9a block – blocks human histone lysine methyltransferase G9a | Q96KQ7 | G9a H3K9 monomethylation, AlphaScreen, 2 h | Potency, µM (titrated, usually from 102 µM), for inactives: top-dose activity, negative = inhibition, actives largely listed as inhibitors | 8.8% of 350,000 active; further: potency means the concentration at half of the fitted maximal effect; on the % scale 0 is the no-effect control and ±100 the full control effect; nearly all actives have a fitted effect of over 75% in size
Target sequence (Q96KQ7 913-1193 limits assumed): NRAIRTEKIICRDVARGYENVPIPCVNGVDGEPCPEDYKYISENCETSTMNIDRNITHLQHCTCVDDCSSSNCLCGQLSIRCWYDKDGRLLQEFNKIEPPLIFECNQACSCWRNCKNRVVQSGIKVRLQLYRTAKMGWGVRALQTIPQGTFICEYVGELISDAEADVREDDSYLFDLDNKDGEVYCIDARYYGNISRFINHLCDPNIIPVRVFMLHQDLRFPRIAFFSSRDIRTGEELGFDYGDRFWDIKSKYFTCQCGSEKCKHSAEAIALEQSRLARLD
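G9a (20 nM) was preincubated 15 min with compound, then reacted 2 h at room temperature with 500 nM biotin-H3K9 peptide and 20 µM SAM. Monomethyl-H3K9 detected by AlphaScreen using anti-H3K9me1 antibody.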
HP1b chromo inh – HP1-beta chromodomain-methylated histone interaction inhibition; P83916; AlphaScreen HP1-beta / biotin-H3K9me3 peptide binding; Potency, µM (top dose mostly 114 µM), for inactives: top-dose activity change, negative = inhibition, usual class: inhibitors; 0.56% of 390,000 active; further: potency means the concentration at half of the fitted maximal effect; nearly all actives have a fitted effect of over 70% in size; inactives centre near 23
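Compound inhibition of the preformed complex between 50 nM HP1-beta and 50 nM biotinylated H3K9me3 peptide was read by AlphaScreen. Buffer was PBS pH 7.4 with 0.01% Tween-20. Incubations ran 30 min at room temperature, with 10 ug/mL donor/acceptor beads.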
JMJD2A Tudor inh – inhibitors of human JMJD2A Tudor domain; Potency, µM (titrated, usually from 114 µM), for the others: top-dose activity change, negative = inhibition, actives largely listed as inhibitors; 4.4% of 390,000 active; O75164; AlphaScreen JMJD2A-Tudor / H3K4me3 peptide binding; further: potency means the concentration at half of the fitted maximal effect; on the % scale 0 is the no-effect control and ±100 the full control effect; nearly all actives have a fitted effect of over 50% in size
Active calls of the source: *; i = inactive; u = inconclusive; x = not tested or not shown; & = joins results of further samples; [ ] = another dose, or the depositor's remark. Unless noted, the call rests on the fitted dose curve; in most records, active means well fitted curve in the direction sought with a large enough effect; inconclusive means small, poorly fitted or top-dose-only effect, or another doubt; inactive means no such curve, though single readings can be large; an effect the other way counts as inactive or inconclusive.

SMILES	GLS inh	ERG-DNA inh	Tb PGK inh	BAZ2B inh	PI4K2A inh	Pin1 inhibitor	G9a block	HP1b chromo inh	JMJD2A Tudor inh
COc1ccc(/C=N/NC(=S)NCCc2ccccc2)cc1	12%	2%	x	-18%	3	0%	80%[activator]	3%	-34%
O=C(CC1C(=O)NCCN1C(=O)Nc1ccccc1)Nc1cc(Cl)ccc1Cl (centres undefined)	1%	-6%	i	-10%	2	4%	6%	38%[activator]	-9%
COCCNc1nc2ccccc2n2cnnc12	-1%	-7%	x	-27%	-2	-1%	0%	53%[activator]	-16%
Cc1[nH]c(=O)[nH]c(=O)c1S(=O)(=O)N1CCN(c2ccccc2F)CC1	10%	3%	x	-1%	-6	2%	5%[59 µM]	9%	-2%
COC(=O)CSc1nc2sc3c(c2c(=O)n1-c1ccccc1C)CC(C)(C)OC3	-1%	-4%	-3%	-1%	-6	-1%	-1%[59 µM]	37%	-20%
CN(/C=C/C(=C/C=[N+](C)c1ccccc1)OCCCS(=O)(=O)[O-])c1ccccc1	0%	-24%	2%	u	-5	u	u	2%	-25%
CCCCn1c(N)c(N(CC(C)C)C(=O)CN2C(=O)c3ccccc3C2=O)c(=O)[nH]c1=O	-9%	-9%	-8%	-6%	2	-3%	-20%	69%[activator]	3%
CN1CCCC1CCNS(=O)(=O)c1ccc(Br)cc1 (centres undefined)	4%	6%	-1%	2%	2	-7%	6%[59 µM]	23%	-7%
CCCCOC(=O)Nc1sc2nc(C)cc(C)c2c1-n1cccc1	2%	11%	-1%	6%	-5	0%	5%[59 µM]	60%[activator]	9%
CCOc1ccccc1Nc1cc(C)nc2nc(C)nn12	6%	2%	-2%	2%	6	-4%	-11%[59 µM]	34%	-12%
CCOc1ccc(S(=O)(=O)Nc2ccc(C(=O)NCC3CCCO3)cc2)cc1 (centres undefined)	-3%	15%	2%	-5%	0	0%	x	16%	-8%
Cc1ccc(S(=O)(=O)Nc2cccc(C(=O)N3CCC(C(N)=O)CC3)c2)cc1	-5%	5%	-2%	-2%	-1	0%	12%[2.33 µM]	56%[activator]	-2%
O=C(c1csc(Nc2ccccc2Cl)n1)N1CCCC1	23%	0%	18%	3%	-1	3%	u	21%	-14%
COc1ccccc1NC(=O)c1sc2nc(N3CCOCC3)c3c(c2c1N)CCCC3	-2%	6%	-10%	-7%	2	3%	23%	21%	-10%
Cn1c(=O)cc(OCCCC(=O)Nc2cccnc2)c2ccccc21	-5%	12%	-14%	-11%	3	-4%	4%	41%	-14%
CCc1nnc(NC(=O)c2cccnc2SC)s1	6%	0%	-2%	9%	7	1%	-5%	7%	-22%
Cc1nc(N2N=C3/C(=C/c4ccc(F)cc4)CCCC3C2c2ccc(F)cc2)sc1C(=O)N(C)C (centres undefined)	-11%	-1%	i	25%	4	u	u	110%[activator]	10%
O=C(C[n+]1ccccc1)Nc1ccccc1C(F)(F)F	-1%	5%	-4%	0%	4	2%	1%	44%[activator]	5%
COc1cccc(N2CCN(Cc3cccnc3)CC2)c1	7%	1%	2%	40µM*	4	7%	14µM*	56µM*	3.2µM*
CCOP(=O)(OCC)C(NC(=O)c1cccs1)C(F)(F)F (centres undefined)	4%	-8%	5%	-12%	-12	-4%	-31%	-4%	-2%
O=C(c1ccccc1)N1CCn2c(nc3ccccc32)C1	5%	2%	12%	x	-2	2%	-7%[59 µM]	31%	-9%
N#Cc1nc(COc2ccccc2Cl)oc1NCc1ccc(F)cc1	-1%	-13%	-7%	u	8	u	45µM*	4%	u
COc1ccc(-c2nc(SCC(=O)Nc3ccc4c(c3)OCCO4)c(-c3ccccc3)[nH]2)cc1	-11%	7%	1%	-2%	-1	-3%	-12%[59 µM]	18%	-24%
Cc1cc(NC(=O)c2cccc(F)c2)ncc1NC(=O)c1ccco1	1%	6%	u	-7%	-27	0%	-2%	22%	9%
CNc1nc(CCN2C(=O)c3ccccc3C2=O)cs1	-7%	0%	4%	-38%	2	-2%	13%	14%	-10%
CCCn1c(=NC(=O)c2c(-c3c(F)cccc3Cl)noc2C)c(C(=O)OCC)cc2c(=O)n3ccccc3nc21	11%	-12%	-3%	7%&-1%	-4	1%	8%[59 µM]	22%	-15%
Cc1cccc(N2CCN(S(=O)(=O)c3ccc(Cl)nc3)CC2C)c1 (centres undefined)	6%	-1%	-1%	x	-3	-2%	x	3%	-14%
COc1ccc2nc(C)cc(Nc3ccc(C)cc3)c2c1	-7%	-3%	-4%	7%	-9	-1%	x	35%	-3%
COc1ccc(S(=O)(=O)NCCSCc2ccco2)cc1C	2%	x	-8%	x	-7	18%	x	-5%	-28%
Cc1cccc(N2CCN(Cc3ccoc3)CC2)c1C	19%	x	x	50µM*	19	0%	10µM*	u	11µM*
CCN(CC)C(=O)CC(c1ccc(F)cc1)c1ccco1 (centres undefined)	-14%	-11%	-1%	-26%	0	u	14µM*	20%	-7%
Cc1cccc(OCCCN2CCOCC2)c1C	-2%	-9%	0%	u	-2	0%	x	u	25µM*
CC1CC(C)CN(C(=O)c2ccc(-c3ccc([N+](=O)[O-])cc3)o2)C1 (centres undefined)	-1%	-4%	-1%	35µM*	-8	3%	11µM*	u	45µM*
Cn1c(=O)oc2cc(S(=O)(=O)NC3CCCc4ccccc43)ccc21 (centres undefined)	-9%	-7%	-5%	-5%	-5	1%	8%	34%	-5%
CCN(CC)C(=O)Cn1cc(S(=O)(=O)CC(=O)Nc2ccc(F)cc2F)c2ccccc21	8%	0%	-9%	-4%	-1	0%	x	11%	-2%
O=C1NC(NS(=O)(=O)c2ccccc2)(C(F)(F)F)C(=O)N1CCc1ccccc1 (centres undefined)	26%&4%	4%&-8%	9%&-3%	3%&-10%	0&0	-1%&-1%	8%	25%&16%	2%&4%
NS(=O)(=O)c1cccc(NC(=O)COC(=O)COc2ccc3ccccc3c2)c1	-8%	-2%	0%	u	-1	-5%	u	29%	-12%
CC1CC(C)CN(C(=O)COC(=O)CN2C(=O)c3ccccc3C2=O)C1 (centres undefined)	-16%	-4%	-8%	x	2	5%	x	-4%	-16%
CCCN1CCC(=NNc2ccc(S(=O)(=O)N(CC)CC)cc2[N+](=O)[O-])CC1	0%	-1%	9%	u	-2	2%	35µM*	u	u
N#Cc1cc(N)ccc1Sc1ccccc1	1%	3%	4%	-10%	-4	-11%	x	46%[activator]	1%
COCCNC(=O)C1CCC(CNS(=O)(=O)c2ccc3c(c2)CC(C)N3C(C)=O)CC1 (centres undefined)	-4%	0%	i	-25%	1	5%	-30%[59 µM]	35%	-14%
COCCOC(=O)C1=C(C)N(c2ccccc2)C(=O)NC1c1cccc([N+](=O)[O-])c1 (centres undefined)	3%	-1%	5%	14%	-3	15%	15%[59 µM]	10%	-6%
CCOC(=O)c1nc(C)sc1-c1ccnn1S(=O)(=O)c1ccc(C)cc1	0%	8%	-4%	u	3	1%	-6%	51%[activator]	1%
COc1ccc(C(=O)Cn2c(Br)nc3c2c(=O)n(C)c(=O)n3C)cc1OC	-4%	5%	0%	13%	-3	-5%	14%	30%	10%
Cc1ccc(Cn2cc(CCC(=O)NC3CCCCC3)c3ccccc32)cc1	-1%	0%	-8%	-13%	4	2%	-29%[59 µM]	2%	-16%
Fc1ccccc1NC(=S)Nc1cccc2cnccc12	5%	-5%	0%	-36%	-16	-10%	18µM*	-30%	-36%
COc1ccccc1OCc1ccc(C(=O)NCc2ccco2)o1	-4%	-8%	x	u	3	0%	u	-13%	u
COc1cccc(N2CCN(C(=O)c3ccc(CS(=O)c4ccccc4C)o3)CC2)c1 (centres undefined)	3%	-2%	i	-23%	5	0%	21%	-12%[57 µM]	u
O=C(NCC1CCN(S(=O)(=O)c2ccccc2)CC1)Nc1ccc(F)cc1	-1%	u	i	-9%	-2	1%	-2%	24%	-4%
COc1ccccc1Cc1nc(-c2ccc(C)cc2)no1	6%	-2%	-2%	199%[activator]	-1	1%	33%[12.7 µM]	251%[activator]	55%[activator][57.1 µM]
CC1CN(C(=O)c2cc3ccccc3oc2=O)CC(C)O1 (centres undefined)	1%	x	x	x	-1	-2%	-10%[59 µM]	-24%	-26%
CCc1noc(C)c1C(=O)OCC(=O)NC(C)c1ccccc1 (centres undefined)	-2%	-1%	2%	0%	2	4%	21%[12.7 µM]	31%[activator]	-5%

Among those listed so far, these contain two or more sulfur atoms:
SMILES	GLS inh	ERG-DNA inh	Tb PGK inh	BAZ2B inh	PI4K2A inh	Pin1 inhibitor	G9a block	HP1b chromo inh	JMJD2A Tudor inh
COC(=O)CSc1nc2sc3c(c2c(=O)n1-c1ccccc1C)CC(C)(C)OC3	-1%	-4%	-3%	-1%	-6	-1%	-1%[59 µM]	37%	-20%
CCc1nnc(NC(=O)c2cccnc2SC)s1	6%	0%	-2%	9%	7	1%	-5%	7%	-22%
COc1ccc(S(=O)(=O)NCCSCc2ccco2)cc1C	2%	x	-8%	x	-7	18%	x	-5%	-28%
CCOC(=O)c1nc(C)sc1-c1ccnn1S(=O)(=O)c1ccc(C)cc1	0%	8%	-4%	u	3	1%	-6%	51%[activator]	1%

The order is random; any-hit rate near 11%.
